HT1080 viability: cytotoxicity in HT1080 fibrosarcoma cells, cell-based, fluorescence readout (AID 620) | cytotoxicity, % at 10 µM; hits with a dose series show EC50 in µM | HT1080 viability, fluorescence; higher % means a stronger effect | 87,000 tested, 0.42% active; in the data active = cytotoxicity above about 50%;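 note: cells exposed to compound overnight then 4 h with Alamar Blue; 0% = vehicle DMSO and 100% = killing control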
Numbers without * were called inactive.

SMILES	HT1080 viability
O=C(O)c1cc(-c2ccccc2)n[nH]1	2.1%
CC(C)Nc1nc(SCC(N)=O)nc(N2CCOCC2)n1	0.4%
C/C(=N\NS(C)(=O)=O)c1ccccc1	-2.6%
Cc1ccc(-c2nnc(SCC(=O)CC(=O)Nc3ccccc3)n2C)cc1	-9.6%
O=C(c1ccc2ccccc2n1)N1CCN(c2ccccc2O)CC1	-23.6%
CCNC(=O)CSc1nnc(-c2cccc(S(=O)(=O)N(CC)CC)c2)n1CCc1ccccc1	2.2%
CCCCSc1nnc2c(n1)[nH]c1ccccc12	-7.2%
CCCNc1c(N)n(-c2ccccc2)c(=O)[nH]c1=O	-2.7%
O=C1NCCN1Cc1ccccc1	-6.4%
CCSc1nc(-c2ccc(OC)cc2)cc(-c2ccc(OC)cc2)c1C#N	-9.1%
CCOC(=O)CCC(=O)Nc1ccc(S(=O)(=O)N2CCC(C)CC2)cc1	0.5%
CSc1nsc(SC)c1C(=O)Nc1ccc(C)cc1	-4.7%
CN(C)CCNCc1ccccc1OC1CCCC1	-3.7%
CC12CCC(C(=O)N3CCN(C(c4ccccc4)c4ccccc4)CC3)(OC1=O)C2(C)C (stereo not drawn)	-14.7%
CNc1sc(C(=O)c2ccc(F)cc2)c(N)c1-c1nc2ccccc2s1	3.7%
COc1ccc(CCNC2=C(Cl)C(=O)N(CCc3ccc(OC)c(OC)c3)C2=O)cc1OC	7.5%
O=S(=O)(c1ccc2ccccc2c1)N1CCN(S(=O)(=O)N2CCCCC2)CC1	24.4%
O=C(c1ccccc1)c1ccc(OCCCN2CCCCC2)cc1	-1.4%
O=C(Nc1nc(-c2cccs2)cs1)c1ccc(Cl)cc1	-13.1%
CCOc1ccc(-c2nnc(SCc3nc4ccccc4[nH]3)n2N)cc1	-3.3%
CCOc1ccc(-n2cc(C(=O)Nc3cccc(Cl)c3)c3cc(OC)c(OC)cc3c2=O)cc1	16.2%
COC(=O)c1cccnc1SCc1ccccc1	1.3%
CCN1CCN(C(=O)CN(C)S(=O)(=O)c2ccc(OC)c(C)c2)CC1	-6.5%
C=CCn1c(SC(C)C(=O)NCc2ccc3c(c2)OCO3)nc2scc(-c3ccccc3)c2c1=O (stereo not drawn)	-11.8%
Cc1ccc(S(=O)(=O)N(CC(=O)N2CCN(c3ccccc3F)CC2)C2CCCCC2)cc1	1.0%
Additional entries follow.
SMILES	HT1080 viability
CSc1nc(C)cc(Oc2ccc(OCCOc3ccccc3)nn2)n1	-3.7%
CCS(=O)(=O)N1Cc2ccccc2CC1C(=O)NC(C)C12CC3CC(CC(C3)C1)C2 (stereo not drawn)	3.7%
CNC(=O)c1nc[nH]c1C(=O)NC	-14.5%
CCOC(=O)CCP(=O)(O)C(C)(O)c1ccccc1 (stereo not drawn)	-7.3%
O=C(COC(=O)c1cccnc1Nc1cccc(C(F)(F)F)c1)NCc1ccc2c(c1)OCO2	0.1%
COC(=O)[C@@]1(Cc2ccc(OC)cc2)[C@H]2c3cc(C(=O)N4CCCC4)n(Cc4ccc(C)o4)c3C[C@H]2CN1C(=O)c1ccccc1	-34.0%
COc1ccc(C(=O)NC(=S)Nc2ccc3c(c2)Cc2ccccc2-3)cc1	3.2%
COc1ccccc1CNC(=O)c1ccccc1NS(C)(=O)=O	-12.3%
COc1ccc(-n2nc(C(=O)Nc3ccc(OC)c(OC)c3)c3c4ccccc4n(C)c3c2=O)cc1	22.3%
COCc1nc2sc(C)c(C)c2c(=O)[nH]1	-1.4%
O=C1c2ccccc2-c2c1cccc2C(=O)N1CCOCC1	-8.3%
Cc1ccc2nc3c(cc(C#N)c(=N)n3CCCN3CCOCC3)c(=O)n2c1	-3.2%
CCCN(CCC)C(=O)CC(c1ccccc1)c1cc(Br)ccc1O (stereo not drawn)	-4.4%
CC(NC(=O)c1ccc(Br)s1)C1CCCO1 (stereo not drawn)	-1.8%
Oc1ccc(Cl)cc1-c1cc(-c2ccco2)[nH]n1	-2.9%
CC(C)NS(=O)(=O)c1ccc(CCC(=O)Nc2ccc3c(c2)OCO3)cc1	-12.4%
COC(=O)c1ccccc1NC(=O)c1ccc(-c2ccc(Br)cc2)o1	-7.9%
Cc1cccc(N2CCN(C(=O)C(C)C)CC2)c1C	-17.7%
COc1cc(NC(=O)c2ccccc2)c(OC)cc1Cl	-11.9%
Cc1[nH]c(=O)c(C#N)c2c1CSC(C)(C)C2	-15.6%
CC(=O)C1=C(C)NC(SCC(=O)c2ccc(-c3ccccc3)cc2)=C(C#N)C1c1cccnc1 (stereo not drawn)	-4.7%
COc1ccccc1C(=O)N1CCNC(=O)C1CC(=O)Nc1cccc(C)c1 (stereo not drawn)	2.4%
COc1cc(C(=O)N[C@H](C(=O)NC(C)C23CC4CC(CC(C4)C2)C3)C(C)C)cc(OC)c1OC (stereo partly drawn)	-11.0%
COc1cccc(CNc2ccc(F)c(Cl)c2)c1	-5.8%
CCC(C)NC(=O)C1CCCN(C(=O)NC2CCCCC2)C1 (stereo not drawn)	-15.2%
(further entries)
SMILES	HT1080 viability
N#Cc1ccc(NC(=O)c2sc3cc(C(F)(F)F)cnc3c2-c2cccs2)cc1	17.1%
O=C(CSc1c2c(nc3cc(Cl)ccc13)CCCC2)NCc1ccco1	0.5%
COc1ccc(CN2CC(C(=O)NCc3ccc4c(c3)OCO4)CC2=O)cc1 (stereo not drawn)	1.3%
O=C(Cn1cnc2sc(-c3ccccc3)cc2c1=O)NCc1ccccc1	10.7%
CCn1c(=O)cc(SCC(=O)Nc2ccc(Cl)cc2)c2ccccc21	0.4%
CCN(CC)CCn1c(NCc2ccco2)nc2ccccc21	5.6%
O=C(NCc1cccs1)Nc1cccc(Cl)c1	8.2%
COc1ccc(S(=O)(=O)N2CCN(C(=O)c3cnc(C)cn3)CC2)cc1	18.1%
O=c1c([N+](=O)[O-])c(NC2CCCCC2)c2ccccc2n1-c1ccccc1	5.5%
COc1ccc(NC(=O)c2nc3nccc(C)n3n2)cn1	10.5%
O=C(COC(=O)c1ccncc1)Nc1cccc(Cl)c1	5.3%
CCOC(=O)Cc1cc(=O)n2[nH]c(C)c(-c3ccc(Cl)cc3)c2n1	14.0%
CCN(CC)CC(O)COc1ccc2c(c1)OCO2 (stereo not drawn)	17.0%
C=CCn1c(CCNC(=O)c2cccs2)nnc1SCC(=O)c1ccc(Cl)cc1	-0.4%
COc1cccc(NC(=S)/C(=C(\[O-])c2ccc(C)c([N+](=O)[O-])c2)[n+]2ccccc2)c1	-1.9%
C=CCn1c(CCNC(=O)c2cccs2)nnc1SCC(=O)Nc1cccc(F)c1	-8.2%
Cc1cccc(NC(=O)C2CCN(S(=O)(=O)c3cccc4nsnc34)CC2)c1	0.4%
COc1ccc(N=NC2=C(O)CC(C)(C)CC2=O)c(OC)c1	-7.2%
CC(=O)C1=C(C)NC(SCC(=O)c2ccc(Cl)cc2)=C(C#N)C1CC(C)C (stereo not drawn)	-22.7%
CC1(C)N=C(c2ccccn2)C(C)(C)N1O	10.3%
CC(C)n1nnnc1SCC(=O)NCc1ccc2c(c1)OCO2	-16.4%
Cc1cc(NC(=O)CCC(=O)N(Cc2cccs2)C(C(=O)NC2CCCC2)c2cccnc2)no1 (stereo not drawn)	10.0%
O=C(Nc1ncnc2sc3c(c12)CCCCC3)c1ccc(F)cc1	-1.9%
c1ccc(Cn2c(CN3CCCC3)nc3ccccc32)cc1	-17.7%
CCOC(=O)C1=NN(c2ccc(C)cc2)C2(S1)SC(C(C)=O)=C(C)N2c1ccccc1 (stereo not drawn)	-12.3%
Remaining list, next part
SMILES	HT1080 viability
CC1CN(S(=O)(=O)N(C)C)CCN1S(=O)(=O)N(C)C (stereo not drawn)	-7.7%
COC(=O)c1c(NC(=O)C2CC=CCC2C(=O)O)sc(C)c1C (stereo not drawn)	-5.2%
O=C1c2cccc3cccc(c23)C(=O)N1c1ccc2ncccc2c1	4.7%
Cc1c(C(=O)Nc2ccc(F)c(F)c2)oc2ccc(S(=O)(=O)N3CCCCC3)cc12	-2.4%
Cc1cc(NC(=O)CSc2nnc(-c3cccnc3)n2N)no1	-4.2%
CC1CC(C(F)F)n2nc(C(=O)Nc3sc4c(c3C#N)CCC(C(C)(C)C)C4)nc2N1 (stereo not drawn)	6.3%
Cc1cccc(CCNS(=O)(=O)c2ccc(S(=O)(=O)N3CCC(C)CC3)cc2)c1	8.5%
Cc1ccc(N/C(CSC(N)=O)=N/S(=O)(=O)c2ccccc2)cc1	21.0%
COC(=O)[C@@]1(Cc2ccc(F)cc2)[C@H]2c3cc(C(=O)N4CCCC4)n(Cc4ccc(C)c(F)c4F)c3C[C@H]2CN1C(=O)c1ccccc1	-3.6%
O=S1(=O)CC(O)C(Nc2ccccc2)C1 (stereo not drawn)	-1.3%
COc1ccc(NC(=O)Nc2nnc(-c3ccccc3SCc3ccccc3)s2)cc1	6.8%
CC(CS(=O)(=O)c1ccc2ccccc2c1)N1CCN(C2CCCCC2)CC1 (stereo not drawn)	-12.5%
COc1ccc(Cl)cc1NS(=O)(=O)c1ccc(OC)c(OC)c1	-2.2%
CC(C)n1nnnc1SCC(=O)NCCc1ccccc1	-17.1%
CCCC(=O)Nc1cccc(Oc2nc(C)cc(C)c2C#N)c1	-4.7%
O=C(NCc1ccccc1)C(c1ccncc1)N(C(=O)c1csnn1)C1CC1 (stereo not drawn)	8.4%
Cc1nc(NC(=O)c2ccccc2)sc1-c1csc(NCc2ccccc2)n1	-4.0%
OC(COc1ccccc1)CN1CCOCC1 (stereo not drawn)	-6.5%
COc1ccc(Cc2nc(-c3ccccn3)no2)cc1	-12.9%
CC(=O)Oc1ccc(NC(=O)CCC2CCCCC2)c(C(=O)O)c1	-11.2%
O=S(=O)(Nc1ccc2c(c1)OCO2)c1ccccc1	30.1%
Cc1cc(NCC(C)C)n2ncnc2n1	-20.7%
O=S(=O)(Nc1cccnc1Cl)c1ccc2c(c1)OCCO2	6.4%
CC1(C)Oc2ccc3ccc(=O)oc3c2/C(=C/NCCN/C=C2\C(=O)C(C)(C)Oc3ccc4ccc(=O)oc4c32)C1=O	5.9%
Cc1ccc(C(=O)O/N=C2\CC3CCC2(C)C3(C)C)cc1 (stereo not drawn)	-21.8%
Further compounds:
SMILES	HT1080 viability
O=c1oc2ccc3ccccc3c2cc1-c1nc2ccccc2o1	-6.8%
O=C(c1ccccc1)[C@H]1[C@H](c2ccccc2)[C@@]2(N=C(c3ccccc3)OC2=O)C2c3ccccc3C=NN21 (stereo partly drawn)	-14.5%
CCOC(=O)C1=C(C)Nc2nnnn2C1c1cccnc1 (stereo not drawn)	2.5%
COc1cc(CNc2ccccc2SC)cc(OC)c1OC	-30.4%
O=C(CSC1=NCCS1)Nc1ccc(S(=O)(=O)NC2CCCCC2)cc1	4.8%
O=C(COC(=O)c1cc(S(=O)(=O)N2CCc3ccccc3C2)ccc1Cl)NCc1ccco1	12.4%
COC(=O)c1ccc(C(NC(=O)OCc2ccccc2)/C(F)=C/[C@@H](C)C(=O)NCc2nn(-c3ccccc3)nc2C)cc1 (stereo partly drawn)	-1.6%
O=C(Nc1cccc(S(=O)(=O)N2CCOCC2)c1)c1cc2c(s1)CCC2	5.2%
CC(C)c1cc(C(F)(F)F)n2nc(C(=O)O)cc2n1	-0.1%
COc1ccc(C)cc1NS(=O)(=O)c1cc(C)ccc1C	-2.0%
COc1cccc(CN2C(=O)c3ccccc3C2C(=O)NCC2CCCO2)c1 (stereo not drawn)	3.3%
COc1ccc(-c2nn(-c3ccccc3)cc2C(=O)Nc2nccs2)cc1OC	19.4%
COc1ccc(Cl)cc1NC(=O)NCCCl	-6.2%
C=CCOc1ccc2c(c1)C(=NO)c1cc(OCC=C)ccc1-2	0.0%
CSc1nc2c(c(-c3ccccc3)c1C#N)CCC2	-6.2%
COc1ccc(Cl)cc1-c1n[nH]c(=S)n1C1CCCCC1	-1.8%
FC(F)(F)c1cc(-c2cccs2)nc(-n2cc(Cl)cn2)n1	-3.5%
CC(=O)N1c2ccccc2C(C)(c2ccccc2)CC1(C)C (stereo not drawn)	-21.6%
CCNc1nc(OC)nc(Oc2ccc(C(=O)OC)cc2)n1	0.6%
COc1cccc(-c2cc(C(F)(F)F)nc(-n3cc(Cl)cn3)n2)c1	-7.4%
Nc1ccccc1Nc1ccncc1[N+](=O)[O-]	-10.8%
CC(=O)Oc1ccc(C)cc1-n1nc2ccccc2n1	-18.3%
O=C(Nc1nc2ccccc2s1)C1CC(=O)N(c2ccccc2)C1 (stereo not drawn)	-2.5%
CC(C)CNC(=O)CCCc1ccccc1	-6.9%
COc1ccc2[nH]c(=O)c(CNc3cccc(C)c3)cc2c1	6.4%

No new results follow: 19 of the compounds above.
SMILES	HT1080 viability
COC(=O)c1ccc(C(NC(=O)OCc2ccccc2)/C(F)=C/[C@@H](C)C(=O)NCc2nn(-c3ccccc3)nc2C)cc1 (stereo partly drawn)	-1.6%
O=C(Nc1cccc(S(=O)(=O)N2CCOCC2)c1)c1cc2c(s1)CCC2	5.2%
CC(C)c1cc(C(F)(F)F)n2nc(C(=O)O)cc2n1	-0.1%
COc1ccc(C)cc1NS(=O)(=O)c1cc(C)ccc1C	-2.0%
COc1cccc(CN2C(=O)c3ccccc3C2C(=O)NCC2CCCO2)c1 (stereo not drawn)	3.3%
COc1ccc(-c2nn(-c3ccccc3)cc2C(=O)Nc2nccs2)cc1OC	19.4%
COc1ccc(Cl)cc1NC(=O)NCCCl	-6.2%
C=CCOc1ccc2c(c1)C(=NO)c1cc(OCC=C)ccc1-2	0.0%
CSc1nc2c(c(-c3ccccc3)c1C#N)CCC2	-6.2%
COc1ccc(Cl)cc1-c1n[nH]c(=S)n1C1CCCCC1	-1.8%
FC(F)(F)c1cc(-c2cccs2)nc(-n2cc(Cl)cn2)n1	-3.5%
CC(=O)N1c2ccccc2C(C)(c2ccccc2)CC1(C)C (stereo not drawn)	-21.6%
CCNc1nc(OC)nc(Oc2ccc(C(=O)OC)cc2)n1	0.6%
COc1cccc(-c2cc(C(F)(F)F)nc(-n3cc(Cl)cn3)n2)c1	-7.4%
Nc1ccccc1Nc1ccncc1[N+](=O)[O-]	-10.8%
CC(=O)Oc1ccc(C)cc1-n1nc2ccccc2n1	-18.3%
O=C(Nc1nc2ccccc2s1)C1CC(=O)N(c2ccccc2)C1 (stereo not drawn)	-2.5%
CC(C)CNC(=O)CCCc1ccccc1	-6.9%
COc1ccc2[nH]c(=O)c(CNc3cccc(C)c3)cc2c1	6.4%

In another format: results already given.
| mol | HT1080 viability |
| --- | --- |
| O=C(Nc1nc2ccccc2s1)C1CC(=O)N(c2ccccc2)C1 (stereo not drawn) | -2.5% |
| O=C(CSC1=NCCS1)Nc1ccc(S(=O)(=O)NC2CCCCC2)cc1 | 4.8% |

A portion of the library (hit frequency here may not be typical).
